Assay outcomes (PubChem)
Tat export inh – E. coli Tat transport inhibition; inhibition, % at 10 µM; E. coli MC4100 TorA-mCherry Tat export, fluorescence; hit rate 0.036% among 340,000; AID 488895;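 active = mean replicate inhibition at least 50% and at least half of replicates individually reaching 50%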;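 note: exported cargo escapes ClpAP degradation while cytoplasmic cargo is degraded and loses fluorescence; 0% = median of neutral control wells and 100% = median of NaSCN control wells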
Wnt bcat act – activates Wnt/beta-catenin signaling in a reporter cell assay; activator, plate reader; activation, % at 9.35 µM; hit rate 1.2% among 300,000; AID 743398; in the data active = activation above about 30%, passing the limit was not always enough;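 note: 0% = neutral control wells and 100% = positive control wells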
phage Ecoli inh – E. coli growth loss with phage present; inhibition, % at 11.9 µM; AID 651602; growth absorbance; hit rate 0.26% among 360,000; in the data active = inhibition above about 11%
CAL PDZ FP-1 – blocks peptide binding to the human CAL PDZ domain | hit rate 0.92% among 300,000 | AID 602252 | purified CAL PDZ, TMR-peptide fluorescence polarization, 1 h | inhibition, % at 24.9 µM;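 active = mean inhibition of at least 30% with at least half of replicates also reaching 30%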;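 note: 0% = DMSO neutral control and 100% = excess unlabeled competitor peptide PRC23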
MITF act – MITF TRPM1 promoter activation in melanoma cells; SK-MEL-5 TRPM1-promoter luciferase, 24 h; % of positive control, neutral wells = 0; activation, % at 12.5 µM; hit rate 0.75% among 300,000; AID 588334;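 active = mean activation of at least 80% with every replicate also reaching 80%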;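 note: 0% = neutral control wells and 100% = parthenolide positive control wells; values of inactives mirror those of a sister screen read the other way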
SR-BI HDL uptake – blocks mouse SR-BI lipid uptake from DiI-HDL; hit rate 0.96% among 320,000; AID 488896; Q61009; inhibition, % at 12.5 µM; ldlA[mSR-BI] CHO cells, DiI-HDL uptake fluorescence, 3 h;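 active = mean replicate inhibition of at least 70% and a set share of replicates each scoring 70 or more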;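 note: 0% = median of neutral control wells and 100% = median of positive control wells; values of inactives mirror those of a sister screen read the other way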
Target sequence (Q61009 whole entry, looked up): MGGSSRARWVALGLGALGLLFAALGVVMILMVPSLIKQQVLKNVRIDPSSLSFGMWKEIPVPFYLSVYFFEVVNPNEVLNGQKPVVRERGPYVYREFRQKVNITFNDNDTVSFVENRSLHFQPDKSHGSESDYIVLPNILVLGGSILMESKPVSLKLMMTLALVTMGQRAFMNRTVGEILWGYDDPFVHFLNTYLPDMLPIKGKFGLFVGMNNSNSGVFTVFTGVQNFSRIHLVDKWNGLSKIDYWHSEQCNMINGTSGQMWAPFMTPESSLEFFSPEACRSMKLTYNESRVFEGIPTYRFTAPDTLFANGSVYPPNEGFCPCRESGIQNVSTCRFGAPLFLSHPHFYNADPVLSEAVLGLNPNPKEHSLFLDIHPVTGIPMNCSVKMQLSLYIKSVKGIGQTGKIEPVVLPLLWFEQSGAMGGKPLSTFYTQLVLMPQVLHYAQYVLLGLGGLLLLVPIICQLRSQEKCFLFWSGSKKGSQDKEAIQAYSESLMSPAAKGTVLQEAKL
SR-BI uptake up – enhances SR-BI lipid uptake from DiI-HDL | hit rate 0.096% among 320,000 | CHO ldlA[mSR-BI] cells, DiI-HDL uptake fluorescence, 3 h; 100 = double the neutral-control signal | activation, % at 12.5 µM;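 active = mean replicate activation of at least 60% and every replicate at or above 60%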;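 note: 0% = median plate neutral-control signal and 100% = twice that signal; values of inactives mirror those of a sister screen read the other way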
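Material: SR-BI-overexpressing, LDLR-lacking CHO cells | Dosing: Single compound concentration, delivered by pin transfer | Probe or stimulus: Labelled HDL, 10 µg/mL | Signal: Bottom-read cell fluorescence after medium removal, ex 550/em 595 nm | Schedule: 3 h, 37 °C | Evaluation: HDL uptake via cellular fluorescence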
E coli growth – bacterial growth inhibition, counter-screen for AddAB inhibitors; hit rate 0.27% among 330,000; inhibition, % at 11.9 µM; E. coli V3065 growth, OD600 absorbance, 18 h; AID 449728;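 active = inhibition above the campaign's mean inhibition across all tested compounds plus 3 SD, cut at about 9.9% in these data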;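 note: uninfected addAB+ strain grown without phage in ampicillin broth; 0% = DMSO wells and 100% = ciprofloxacin 0.95 µg/ml wells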
AddAB inh – less growth of phage-infected E. coli with AddAB; E. coli expressing H. pylori AddAB, absorbance growth; AID 435030; hit rate 0.29% among 330,000; inhibition, % at 11.9 µM; in the data active = inhibition above about 12%;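 note: 0% = vehicle wells of infected cells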
CAL PDZ FP-2 – human CAL PDZ-peptide interaction inhibition | Q9HD26 | purified CAL PDZ, TMR-peptide fluorescence polarization, 1 h | inhibition, % at 20 µM | hit rate 0.02% among 330,000 | AID 504414;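 active = highest replicate inhibition of at least 40%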;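 note: plate controls were DMSO neutral control wells for no effect and unlabeled competitor peptide control wells for full effect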
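Assay system – tagged CAL PDZ protein CerCALP, purified · Timing – 1 h at RT · Compound – single point, 20 µM · Measured by – fluorescence polarization from S- and P-plane intensities, G-factor corrected · Evaluation – inhibition from polarization loss · Probe or stimulus – TMR reporter peptide T*-PRC34 · Buffer or medium – pH 7.4 phosphate-saline buffer, reducing agent, detergent, IgG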
An asterisk follows results filed as active; · = no result given.

cpd | mol | Tat export inh | Wnt bcat act | phage Ecoli inh | CAL PDZ FP-1 | MITF act
1 | Cc1ccc(C)c(CSc2nnc(-c3cccnc3)o2)c1 | -5 | · | 1.8 | · | 3
2 | COc1ccc(CCN2C(=O)CN(Cc3ccccc3)CC2=O)cc1OC | -5 | -2 | 3.6 | 2 | -11
3 | Cc1ccc(Cl)cc1N1CCN(C(=O)CCS(=O)(=O)c2cccc3nonc23)CC1 | 6 | -3 | 0.7 | -3 | -1
4 | COCCN(CC(=O)Nc1cccc(C)c1C)C(=O)c1cc(-c2ccncc2)nc2ccccc12 | 0 | -5 | 3.9 | -16 | -5
5 | CCOC(=O)c1cnc2c(C(=O)OC)cccc2c1NCc1cccnc1 | -2 | -5 | 3.2 | 3 | -12
6 | CC(=O)OC1CCC2(C)C(=CCC3C2CCC2(C)C3CC3ON=C(C)C32)C1 (centres undefined) | 6 | -4 | 0.7 | -1 | -1
7 | O=C(CCSCCc1ccccn1)Nc1c(F)c(F)c(F)c(F)c1F | -8 | · | 4.8 | -2 | -7
8 | O=C(CCC(=O)OCC(=O)c1ccc(Cl)cc1)NC1CCCCC1 | 0 | -4 | 3.1 | -4 | ·
9 | Cc1nnc(SCCn2c(N3CCN(C)CC3)nc3c2c(=O)[nH]c(=O)n3C)s1 | 1 | · | 4.8 | -1 | ·
10 | COc1cccc(NC(=O)c2ccc(Cn3cc([N+](=O)[O-])cn3)o2)c1 | 4 | -1 | 2.6 | -2 | -18

cpd | SR-BI HDL uptake | SR-BI uptake up | E coli growth | AddAB inh | CAL PDZ FP-2
1 | 9 | -9 | -1.2 | 0.7 | -3.7
2 | -22 | 22 | 0.5 | 2.7 | -0.2
3 | 16 | -16 | 1.5 | 2.0 | -1.2
4 | -9 | 9 | -0.3 | 0.1 | -4.7
5 | -1 | 1 | 0.4 | 1.5 | 0.4
6 | -8 | 8 | · | · | -0.2
7 | -9 | 9 | -2.4 | 2.7 | -0.2
8 | 7 | -7 | 1.3 | 5.9 | -2.4
9 | -10 | 10 | 1.0 | 1.4 | -1.3
10 | 22 | -22 | -1.2 | 3.8 | -0.7

Later entries.
cpd | mol | Tat export inh | Wnt bcat act | phage Ecoli inh | CAL PDZ FP-1 | MITF act
11 | N/C(Cc1nc(-c2ccc(Br)cc2)cs1)=N\O | -3 | 0 | 4.5 | -2 | 17
12 | O=c1ccc(NS(=O)(=O)c2ccccc2)cn1Cc1ccc(Cl)c(Cl)c1 | 7 | 1 | 3.8 | 0 | -3
13 | O=C1NC(=O)N(c2ccc(Cl)cc2)C(=O)/C1=C/c1ccc2c(c1)CCN2Cc1ccccc1Cl | -1 | 0 | -1.4 | -2 | -12
14 | CCOc1ccccc1C1CC(c2cccs2)=NN1S(C)(=O)=O (centres undefined) | -5 | -8 | 1.7 | -9 | -1
15 | CC1(C)CC2CC(C)(CN2CC(=O)C(C#N)c2ccccc2)C1 (centres undefined) | 1 | · | -1.7 | -1 | 5
16 | O=C(COC(=O)c1ccc2c(c1)S(=O)(=O)c1ccccc1C2=O)NC1CC1 | 1 | -1 | 0.2 | · | -1
17 | O=C(CNC(=O)C1CCCCC1)OCc1cc(=O)oc2ccc3ccccc3c12 | 0 | · | -3.8 | 6 | -11
18 | Cc1ccc(S(=O)(=O)N(CC(=O)Nc2ccccc2C(=O)O)c2ccccc2)cc1 | 2 | 0 | 2.5 | 0 | 7
19 | CC1C(=O)N2CCCc3cc(S(=O)(=O)Nc4ccccc4C(N)=O)cc1c32 (centres undefined) | 0 | -1 | 2.9 | -9 | -4
20 | Cc1ccc(C2=NOC(=O)/C2=C\c2ccccc2)cc1 | 6 | 6 | -3.2 | · | ·

cpd | SR-BI HDL uptake | SR-BI uptake up | E coli growth | AddAB inh | CAL PDZ FP-2
11 | 3 | -3 | 2.9 | -0.3 | -3.0
12 | -5 | 5 | -0.6 | 2.2 | -2.4
13 | -34 | 34 | · | · | -0.2
14 | -24 | 24 | -1.3 | 2.6 | -0.1
15 | -23 | 23 | -2.9 | 0.3 | -0.8
16 | 11 | -11 | 2.1 | 1.9 | -2.9
17 | -1 | 1 | -1.4 | 2.9 | -0.3
18 | -22 | 22 | 2.1 | 4.6 | -0.4
19 | 22 | -22 | 1.8 | 0.9 | -0.6
20 | · | · | -3.2 | -0.5 | -1.3

Seven of these compounds in another layout.
| cpd | molecule | Tat export inh | Wnt bcat act | phage Ecoli inh | CAL PDZ FP-1 | MITF act | SR-BI HDL uptake | SR-BI uptake up | E coli growth | AddAB inh | CAL PDZ FP-2 |
| --- | --- | --- | --- | --- | --- | --- | --- | --- | --- | --- | --- |
| 14 | CCOc1ccccc1C1CC(c2cccs2)=NN1S(C)(=O)=O (centres undefined) | -5 | -8 | 1.7 | -9 | -1 | -24 | 24 | -1.3 | 2.6 | -0.1 |
| 15 | CC1(C)CC2CC(C)(CN2CC(=O)C(C#N)c2ccccc2)C1 (centres undefined) | 1 | · | -1.7 | -1 | 5 | -23 | 23 | -2.9 | 0.3 | -0.8 |
| 16 | O=C(COC(=O)c1ccc2c(c1)S(=O)(=O)c1ccccc1C2=O)NC1CC1 | 1 | -1 | 0.2 | · | -1 | 11 | -11 | 2.1 | 1.9 | -2.9 |
| 17 | O=C(CNC(=O)C1CCCCC1)OCc1cc(=O)oc2ccc3ccccc3c12 | 0 | · | -3.8 | 6 | -11 | -1 | 1 | -1.4 | 2.9 | -0.3 |
| 18 | Cc1ccc(S(=O)(=O)N(CC(=O)Nc2ccccc2C(=O)O)c2ccccc2)cc1 | 2 | 0 | 2.5 | 0 | 7 | -22 | 22 | 2.1 | 4.6 | -0.4 |
| 19 | CC1C(=O)N2CCCc3cc(S(=O)(=O)Nc4ccccc4C(N)=O)cc1c32 (centres undefined) | 0 | -1 | 2.9 | -9 | -4 | 22 | -22 | 1.8 | 0.9 | -0.6 |
| 20 | Cc1ccc(C2=NOC(=O)/C2=C\c2ccccc2)cc1 | 6 | 6 | -3.2 | · | · | · | · | -3.2 | -0.5 | -1.3 |

Following part.
cpd | mol | Tat export inh | Wnt bcat act | phage Ecoli inh | CAL PDZ FP-1 | MITF act
21 | O=C(CCCn1cnc([N+](=O)[O-])n1)Nc1ccc(Cl)cc1Cl | -6 | -5 | 4.1 | 1 | -2
22 | Cn1cccc1C1(C(F)(F)F)NCCNC1=O (centres undefined) | -8 | -3 | 2.0 | -7 | 4
23 | COc1cc(C(=O)NCC(=O)NCCN2C(=O)S/C(=C\c3ccccc3Cl)C2=O)cc(OC)c1OC | 9 | -1 | -2.2 | -2 | -1
24 | COc1cc(OC)cc(C(=O)NCC(=O)OC2CCOC2=O)c1 (centres undefined) | -1 | · | 1.1 | 19 | ·
25 | CC(CN1CCOCC1)OC(=O)C(C)(c1ccccc1)c1ccccc1 (centres undefined) | 7 | 4 | 2.7 | -2 | -7
26 | O=C(COn1nnc2ccc(S(=O)(=O)N3CCOCC3)cc21)NCCc1ccccc1 | -7 | -1 | 1.1 | 3 | -5
27 | CCOc1ccc(C(=O)Nc2cc3c(cc2N2CCCC2)n(CC)c(=O)n3CC)cc1OCC | -6 | -4 | 0.8 | 0 | -1

cpd | SR-BI HDL uptake | SR-BI uptake up | E coli growth | AddAB inh | CAL PDZ FP-2
21 | -2 | 2 | 0.8 | -1.2 | 0.2
22 | 12 | -12 | 0.4 | 0.9 | -1.1
23 | 41 | -41 | 0.9 | 0.9 | -3.3
24 | 19 | -19 | -0.6 | 0.2 | 0.8
25 | 9 | -9 | -4.1 | 0.5 | -0.1
26 | -21 | 21 | -1.3 | -2.7 | -0.2
27 | 53 | -53 | -1.4 | 0.9 | -2.3
